Giardia FBPA inh: blocks Giardia fructose-bisphosphate aldolase activity; A8B2U2; purified Giardia FBPA; Potency, µM (series often up to 59.6 µM), for the others: at the top dose activity, negative = inhibition, actives largely listed as inhibitors; 0.71% of 290,000 active; further: potency means the concentration at half of the fitted maximal effect; nearly all actives have a fitted effect of over 55% in size
Target sequence (A8B2U2 whole entry, looked up): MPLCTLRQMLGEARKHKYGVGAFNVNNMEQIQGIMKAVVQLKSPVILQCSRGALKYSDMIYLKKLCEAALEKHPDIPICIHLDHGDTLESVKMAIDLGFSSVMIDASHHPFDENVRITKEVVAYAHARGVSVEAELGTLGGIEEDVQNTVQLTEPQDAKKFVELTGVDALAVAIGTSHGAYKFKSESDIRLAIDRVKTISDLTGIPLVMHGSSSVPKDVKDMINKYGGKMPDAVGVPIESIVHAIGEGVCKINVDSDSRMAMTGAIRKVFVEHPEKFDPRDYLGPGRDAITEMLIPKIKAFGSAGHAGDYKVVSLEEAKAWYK
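Giardia FBPA (40 nM reagent) was preincubated 10 min at RT with compound (up to 57.5 uM final), then substrate plus GAPDH/TPI/NAD/arsenate coupling system with diaphorase/resazurin was added; resorufin fluorescence (525/598 nm) was read after 20 min.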
AMA1 RON2 block: inhibitors of Plasmodium falciparum AMA1-RON2 interaction | AlphaScreen AMA1-biotinylated RON2 peptide binding | Potency, µM (doses to about 58.2 µM), inactives show at the top dose activity change, negative = inhibition, hits mostly inhibitors | 0.2% of 360,000 active;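 further: potency means the concentration at half of the fitted maximal effect; 0% = vehicle wells and -100% = peptide control; nearly all actives have a fitted effect of over 45% in size; some results filed as inactive show a strong effect at the top dose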
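AMA1 (3D7) with his tag at 25 nM final met compounds first, then biotinylated RON2 peptide at 25 nM; detection used donor plus acceptor beads, 10 µg/mL apiece, read by AlphaScreen after 30 min at room temperature.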
AmpC no deterg: blocks E. coli AmpC beta-lactamase in detergent-free assay; P00811; AmpC nitrocefin hydrolysis, absorbance 480 nm, 0.0001% Triton; Potency, µM (doses to about 57.1 µM), for the others: at the highest dose activity change, negative = inhibition, most hits filed as inhibitors; 0.52% of 330,000 active; AID 485341;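 further: potency means the concentration at half of the fitted maximal effect; plate controls were no compound for no effect and no enzyme for full effect; nearly all actives have a fitted effect of over 20% in size; some results filed as inactive show a strong effect at the top dose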
Target sequence (P00811 whole entry, looked up): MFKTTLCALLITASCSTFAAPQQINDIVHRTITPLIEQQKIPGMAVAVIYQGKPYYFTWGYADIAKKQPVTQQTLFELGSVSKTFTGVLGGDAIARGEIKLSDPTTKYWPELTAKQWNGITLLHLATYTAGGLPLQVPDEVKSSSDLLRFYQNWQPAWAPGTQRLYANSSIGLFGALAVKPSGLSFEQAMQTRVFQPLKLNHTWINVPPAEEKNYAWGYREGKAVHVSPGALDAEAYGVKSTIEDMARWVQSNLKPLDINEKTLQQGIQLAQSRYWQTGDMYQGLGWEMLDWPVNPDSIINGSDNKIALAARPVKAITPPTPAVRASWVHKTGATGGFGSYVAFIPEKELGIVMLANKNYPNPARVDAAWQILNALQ
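AmpC (5.3 nM in the dispensed reagent) in 20 mM phosphate pH 7.0 with 0.01% (detergent screen) or 0.0001% Triton X-100 was preincubated with compounds for 15 min at room temperature. Nitrocefin was then added from an 800 uM solution, and hydrolysis was followed at 480 nm.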
AmpC inh detg: AmpC beta-lactamase inhibition with detergent present; P00811; 0.041% of 370,000 active; AmpC hydrolysis of nitrocefin, absorbance 480 nm, 0.01% Triton; Potency, µM (series often up to 114 µM), for inactives: at the top dose activity change, negative = inhibition, most hits filed as inhibitors;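 further: potency means the concentration at half of the fitted maximal effect; 0% = no-compound wells and -100% = no-enzyme wells; nearly all actives have a fitted effect of over 25% in size; some results filed as inactive show a strong effect at the top dose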
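20 mM phosphate pH 7.0 + 0.01% (detergent screen) or 0.0001% Triton X-100; 5.3 nM AmpC reagent; cpd preinc 15 min RT; nitrocefin (800 uM stock) to start; A480 q20 s × 4 min; Activity was normalised to no-enzyme and no-compound control wells.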
HCMV antiviral: inhibitors of human cytomegalovirus; HFF cells, HCMV-luciferase reporter, 72 h; hits give low values; activity change, negative = inhibition, % at 57.5 µM; 4.5% of 410,000 active; in the data active means activity change below about -60%; inconclusive means no clear call, values can overlap the other calls; inactive means above about -39%
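Compounds were evaluated in HFFs infected with an HCMV luciferase reporter virus (MOI 1 PFU/cell). Luciferase in lysates collected 72 h post infection served as the replication measure.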
Sm TGR block: blocks Schistosoma mansoni thioredoxin glutathione reductase | Q962Y6 | purified TGR, DTNB reduction, TNB absorbance 405 nm | Potency, µM (highest dose often 114 µM), without a hit: top-dose activity change, negative = inhibition, most hits filed as inhibitors | 3% of 360,000 active; further: potency means the concentration at half of the fitted maximal effect; nearly all actives have a fitted effect of over 60% in size
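Kinetic colorimetric format: TGR-catalysed, NADPH-driven DTNB reduction monitored via TNB absorbance. Enzyme dispensed at 20 nM; compound exposure 15 min at room temperature before reaction start.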
Active calls of the source: *; ? = inconclusive; . = no result given; & = joins results of further samples; [ ] = dose if it differs, or a comment. Unless noted, the call rests on the fitted dose curve; in most records, active means well fitted curve in the direction sought with a large enough effect; inconclusive means small, poorly fitted or top-dose-only effect, or another doubt; inactive means no such curve, though single readings can be large; an effect the other way counts as inactive or inconclusive. Unless noted, on the % scale 0 is the no-effect control and ±100 the full control effect. Rows are unselected; about 7.8% have a hit in one of these screens.

SMILES | Giardia FBPA inh | AMA1 RON2 block | AmpC no deterg | AmpC inh detg | HCMV antiviral | Sm TGR block
COC(=O)[C@@]1(C)[C@H]2C(=O)N(C)C(=O)[C@H]2[C@H]2CN=C(SC)N21 | . | 33%[activator] | 0% | . | -25 | .
Cc1cc(C)c(Nc2ncnc(N)n2)c(C)c1 | 3% | -11% | -15% | -6% | 34 | -4%
CN1CCN(S(=O)(=O)c2cnccc2N2CCN(c3cccc(Cl)c3)CC2)CC1 | -1% | -5% | 320%[activator] | -7% | ? | -2%
CC(NC(=O)c1ccc(N2CCCC2=O)cc1)c1ccccc1 (stereo not drawn) | 0% | -4% | -28% | ? | 16 | -21%
O=C(CSCc1ccc(Cl)cc1)N/N=C/c1ccc(OCC(=O)Nc2ccccc2)cc1 | 12% | -6% | -28% | -4% | 3 | -6%
CCN(c1ccccc1)S(=O)(=O)c1ccc(NN)nc1 | . | 67%[activator] | -39% | -6% | 29 | -24%
CC1(C)CC(=O)C2=C(C1)OC1=C(C(=O)CC(C)(C)C1)C2c1ccccc1 | 2% | 5% | 3% | -8% | -13 | 0%
COc1ccc(/C=N/NC(=O)Cn2cnc3ccccc3c2=O)cc1OC | 9% | 5% | -9% | -7% | -9 | 5%
COc1ccc2cc(CN(CCc3ccccc3)Cc3nnnn3Cc3ccco3)c(=O)[nH]c2c1 | -9% | -3% | 27% | -7% | ? | ?
CCOC(=O)c1c(/N=C/c2cc(OC)cc([N+](=O)[O-])c2O)sc(C)c1C | -10% | -2% | -25% | 5% | -5 | 1%
CCOC(=O)N/N=C\c1cccc(OC)c1 | -4% | -13% | -16% | -8% | -13 | 0%
Cc1ccc(S(=O)(=O)Nc2ccccc2/C=N/c2nc3ccccc3n2C)cc1 | ? | 1% | -21% | 1% | . | -10%
CC(=O)Nc1ccc(S(=O)(=O)N2CCC(C(=O)O)CC2)cc1 | 10% | -17% | -36% | -6% | -9 | -7%
CC(C)NC(=O)CCCc1ccccc1 | 7% | 14% | -7% | ? | 30 | -25%
CCN(CC)S(=O)(=O)c1ccc(N2CCCC2)c(NC(=O)C2=NN(c3ccccc3)C(=O)CC2)c1 | . | -6% | 72%[activator] | 11% | ? | -21%
Cc1[nH]c2ccccc2c1C(=O)C(=O)NC1CC(=O)N(c2ccccc2)C1 (stereo not drawn) | . | . | . | 5% | -18 | 4%
CCOCCCNC(=O)c1ccc2c(=O)n(Cc3ccc(OC)cc3)c(=O)[nH]c2c1 | -1% | 3% | -11% | 2% | ? | 5%
COc1ccc(CCNC(=O)c2cccc(-n3c(C)nc4cccnc43)c2)cc1OC | . | . | . | 6% | ? | 0%
CC1CCN(c2csc3ccc(F)cc3c2=O)CC1 | . | . | . | -2% | 5 | -9%
CCN(NC(=O)C(O)(c1ccccc1)c1ccccc1)C(=O)c1ccccc1 | -2% | 8% | -21% | -16% | -5 | -1%
Cc1noc(C)c1CSCC(=O)Nc1ccc(C#N)c(Cl)c1 | . | 6% | -33% | . | -19 | .
CC(=O)/C(C=Nc1noc(C)c1Br)=C(\C)O | 19% | -4% | 2% | -6% | -5 | -6%
O=C(CCC1CCCC1)c1c(O)c2ccccc2oc1=O | 11% | 2% | -24% | ? | -20 | 2%
CCOc1cccc(C2Oc3nc(SC)nnc3-c3ccccc3N2C(C)=O)c1OC (stereo not drawn) | . | . | . | -2% | -4 | -9%
Cc1c(-c2ccccc2)cn2c1-c1ccc(C)n1CC2 | -17% | -6% | 37% | 0% | 0 | 35µM*
NC(=O)c1ccc(NC(=O)COC(=O)c2cc3c(s2)CCC3)cc1 | . | 0% | -20% | . | -29 | .
O=C(CCNS(=O)(=O)c1cccc2nonc12)Nc1ccc(F)cc1 | . | . | . | 5% | 2 | -12%
COc1cc(C(=S)N2CCCC2)cc(OC)c1O | -11% | -6% | -6% | -1% | 17 | 4%
COC(=O)c1ccc(CN2CCN(Cc3ccc(C(=O)OC)o3)CC2)o1 | 2% | 2% | -6% | -7% | -12 | 35µM*
COc1cccc2c(=O)n(CC(=O)N3CCCCCC3)ccc12 | 1% | -3% | 2% | 2% | 13 | -4%
COCC1CCN(C(=O)c2cc(COc3ccc4ncccc4c3)on2)CC1 | -1% | -9% | 5% | -1% | -75* | -12%
Cc1ccc(N(C(C)C(=O)Nc2cccc(N(C)S(C)(=O)=O)c2)S(C)(=O)=O)cc1 (stereo not drawn) | -1% | 9% | 8% | 1% | 3 | -9%
Cc1cc(C)c(S(=O)(=O)NCc2ccc3c(c2)CCN3C(=O)c2ccccc2)c(C)c1 | . | . | . | 4% | -60* | 1%
CN(Cc1ccc(F)cc1)C(=O)c1cccc(OCc2ccccc2)c1 | -2% | 5% | 25% | 5% | -8 | 8%
O=C(CN1CCN(Cc2cccc(Cl)c2)C1=O)NCc1ccccn1 | 4% | 32%[activator] | -1% | ? | -22 | 1%
CN(C)c1ccc(N=Nc2cccc3ccoc23)cc1 | -5% | 14µM* | -10% | -18% | 194 | 4%
Cc1ccc(S(=O)(=O)N(C)c2ccc(C(=O)Nc3ccc(C)cn3)cc2)cc1 | . | -5% | -27% | -4% | -37 | -8%
O=C(CCC1CCCC1)N1CCN(C(=O)COc2ccccc2)CC1 | 5% | 11% | 56% | ? | -15 | -10%
CSc1ccccc1C(=O)N(C)C(c1ccccc1)c1ccccc1 | -4% | 7% | 0% | -4% | -20 | 4%
COc1ccc(C2=NOC(Cn3nc(-c4ccccc4)cc3C(=O)NCc3ccc(C)cc3)C2)cc1 (stereo not drawn) | . | 0% | -14% | . | -13 | .
CN(C)C(/C=C/Nc1ccccc1F)=C(C#N)C#N | -11% | -5% | -4% | -1% | -14 | -11%
Cc1ccc(S(=O)(=O)Nc2cc(C)cn(Cc3ccc(F)cc3)c2=O)cc1 | 16µM* | 9% | -38% | -2% | -30 | ?
CC1CCCCN1C(=O)Cn1c(=O)n(CCC(=O)NCc2ccco2)c(=O)c2sccc21 (stereo not drawn) | 8% | 14% | -6% | -1% | -12 | 1%
CN(CCC1CCOCC1)C(=O)CC1C(=O)NCCN1Cc1ccoc1 (stereo not drawn) | 0% | -2% | -15% | 7% | -35 | ?
COc1cc(OC)c(NC(=O)C(=O)CC(=O)c2ccc(C)cc2C)cc1Cl | -15% | 9% | -48% | 7% | 10 | -6%
CCN(C(=O)COc1ncnc2ccccc12)C1CCCCC1 | . | -6% | -12% | . | -30 | .
C=CCc1ccccc1OCC(O)CNC1CCCC1 (stereo not drawn) | . | 1% | -5% | 0% | 0 | 2%
COc1ccc(-n2nc(C(=O)Nc3nc4ccc(OC)cc4s3)c3ccccc3c2=O)c(OC)c1 | 4% | . | -33% | ? | . | -8%
CC(=O)Nc1ccc(NC2(C)C(=O)c3ccccc3C2=O)cc1 | -2% | 1% | -10% | 0% | 46 | -5%
O=C(CSc1ccccc1)Nc1nnc(/C=C/c2ccccc2)s1 | 5% | 5% | -25% | -5% | 6 | -3%

More compounds.
SMILES | Giardia FBPA inh | AMA1 RON2 block | AmpC no deterg | AmpC inh detg | HCMV antiviral | Sm TGR block
Fc1ccc(F)c(C2=NNC(=NCC3CCCO3)SC2)c1 (stereo not drawn) | -1% | 85%[activator] | 24% | -1% | 293 | -13%
O=C(COc1ccc(S(=O)(=O)N2CCCC2)cc1)Nc1ccc2c(c1)OCCO2 | -3% | -4% | -26% | 3% | -33 | .
CCOc1ccccc1/C=C/c1onc(C)c1S(=O)(=O)N1CCC(C(=O)NC(C)C)CC1 | 5% | -2% | -9% | -4% | -9 | -16%
CCC(=O)N1c2ccccc2CC1C(=O)NCCN1CCN(c2cccc(Cl)c2)CC1 (stereo not drawn) | . | . | . | 4% | -9 | 4%
O=C1C2ON(c3ccccc3)C(c3ccccc3F)C2C(=O)N1c1ccccc1 (stereo not drawn) | -1% | 1% | -12% | -18% | 10 | 0%
CCOc1ccc(S(=O)(=O)N2CCOCC2)cc1NC(=O)CSCC(=O)Nc1cccc(C)c1 | . | 4% | 57% | 2% | . | 1%
Cc1cc(N2CCN(c3ccccc3)CC2)nc(N2CCOCC2)n1 | 1% | -14% | 50% | ? | -34 | 7%
COc1ccc(Cn2c(CCC(=O)Nc3ccc(C)c(C)c3)nc3cccnc32)cc1 | 0% | -7% | 38% | 12%&-13% | -21&25 | 6%&0%
S=C(Nc1ccc(OCc2ccccc2)cc1)Nc1cccc(Cl)c1Cl | -4% | 43%[activator] | -49% | ? | ? | 0%
CCOC(=O)C1=C(COC(=O)c2cc(Br)c(Br)s2)NC(=O)NC1C (stereo not drawn) | . | -24% | -17% | -14% | -5 | -7%
[O-]/[N+](=C/c1cccnc1)c1ccc(Br)cc1 | -22% | 10% | -22% | ? | 118 | -14%
CCN(Cc1ccccc1)c1ccc(/C=N/NS(=O)(=O)c2ccc(C)c([N+](=O)[O-])c2)cc1 | 0% | 78%[activator] | -31% | -3% | -26 | -12%
